SW480 rereplic – induces DNA re-replication in SW480 colon adenocarcinoma cells; SW480 DNA re-replication, Hoechst DNA content imaging, 48 h; Potency, µM (highest dose often 46.1 µM), for inactives: at the highest dose re-replication activation, hits mostly activators; actives 1.8% (n = 340,000); AID 624297; also: potency is read from the fitted curve at half-maximal effect; % of control where 0% means no effect; nearly all actives have a fitted effect of over 55% in size
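DNA re-replication was detected as more nuclei of elevated Hoechst intensity after 48 hr exposure to compound (23 nL pinned per well of 250 cells).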
HT1080 IDH1KD tx – kills HT-1080 cells with IDH1 knockdown; AID 686971; Potency, µM (doses to about 46.1 µM), without a hit: top-dose activity, negative = toxicity, usual class: cytotoxic; HT-1080 IDH1 knockdown viability, ATP luminescence, 48 h; actives 2% (n = 360,000);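 also: potency is read from the fitted curve at half-maximal effect; 0% = DMSO wells and -100% = cell-free medium wells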
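After a 2 h attachment period, IDH1KD HT-1080 cells took pin-transferred compound for 48 h at 37 °C; ATP-based luminescence after 10 min room-temperature reagent incubation reported viability.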
D3 antag – D3 dopamine receptor (human) antagonism. actives 2.5% (n = 360,000). D3R cells, DiscoveRx beta-arrestin luminescence, antagonist mode; active compounds read low. P35462. max response, negative = inhibition, %; in the data active = max response below about -50%; inconclusive = no clear call, values can overlap the other calls; also: % is scaled to controls: 0 for no effect and ±100 for the full control effect; mostly tested at two doses, the higher about 12 µM
Target sequence (P35462 whole entry, looked up): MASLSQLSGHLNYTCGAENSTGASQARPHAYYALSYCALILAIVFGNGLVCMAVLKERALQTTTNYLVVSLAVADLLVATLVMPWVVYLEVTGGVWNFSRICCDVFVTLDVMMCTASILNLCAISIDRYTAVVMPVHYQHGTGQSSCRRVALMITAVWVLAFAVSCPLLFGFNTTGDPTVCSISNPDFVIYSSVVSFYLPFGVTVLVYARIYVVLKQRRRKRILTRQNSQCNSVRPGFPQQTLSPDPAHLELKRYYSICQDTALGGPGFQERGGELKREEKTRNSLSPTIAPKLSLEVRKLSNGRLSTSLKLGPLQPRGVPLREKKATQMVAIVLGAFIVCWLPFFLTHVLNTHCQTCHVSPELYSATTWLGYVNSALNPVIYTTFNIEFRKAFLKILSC
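Cells plated overnight at 1500 cells/well, then exposed to library compounds with dopamine controls for 90 minutes at 37 degrees C. DiscoveRx reagent added for 30–60 minutes at room temperature; luminescence read, quantitative HTS format.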
DRD3 agonist – activates the human D3 dopamine receptor | P35462 | D3R DiscoveRx beta-arrestin cells, luminescence, 90 min | max activation, % | actives 0.58% (n = 410,000) | AID 652048; in the data active = max activation above about 30%; also: 0% is about no effect; mostly tested at two doses, the higher about 12 µM
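Cells at 1500/well, incubated overnight, then treated with pinned compounds (dopamine as control) for 90 min at 37 degrees C. DiscoveRx reagent added for 30 - 60 minutes at room temperature; luminescence read.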
KB-V1 cytotox – kills drug-selected multidrug resistant KB-V1 cells; AID 1347076; actives 3.4% (n = 400,000); Potency, µM (highest dose often 46.1 µM), for the others: at the top dose activity change, negative = cytotoxicity, usual class: cytotoxic; KB-V1 MDR cells viability, CellTiter-Glo, 72 h; also: potency is read from the fitted curve at half-maximal effect; % is scaled to controls: 0 for no effect and ±100 for the full control effect; nearly all actives have a fitted effect of over 60% in size
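Following 72 h at 37 degrees C with compound, KB-V1 cell viability was read by CellTiter-Glo luminescence, medium being phenol-red-free DMEM plus 10% FBS; concentration-response parameters came from normalized, curve-fitted qHTS data.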
GLP1R ag – GLP-1 receptor (human) agonism | actives 0.007% (n = 380,000) | P43220 | Potency, µM (doses to about 45.6 µM), for inactives: top-dose activation, hits mostly activators | AID 624172 | HEK293 GLP-1R CRE-luciferase, luminescence, 4-6 h; cells express a hypersensitive GLP-1R form; also: potency is read from the fitted curve at half-maximal effect; % of control where 0% means no effect
Target sequence (P43220 whole entry, looked up): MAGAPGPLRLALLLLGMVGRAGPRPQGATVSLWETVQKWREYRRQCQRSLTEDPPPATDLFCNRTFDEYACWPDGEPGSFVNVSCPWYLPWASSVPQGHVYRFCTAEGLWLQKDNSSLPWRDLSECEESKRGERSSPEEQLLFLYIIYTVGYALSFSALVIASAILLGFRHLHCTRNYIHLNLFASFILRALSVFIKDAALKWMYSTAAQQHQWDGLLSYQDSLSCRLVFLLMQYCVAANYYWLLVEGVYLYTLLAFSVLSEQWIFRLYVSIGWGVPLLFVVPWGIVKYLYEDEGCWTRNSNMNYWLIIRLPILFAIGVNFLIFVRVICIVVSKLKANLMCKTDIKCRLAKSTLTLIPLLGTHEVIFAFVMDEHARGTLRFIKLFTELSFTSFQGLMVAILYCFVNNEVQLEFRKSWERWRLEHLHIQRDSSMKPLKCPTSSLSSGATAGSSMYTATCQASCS
HT1080-NT tox – kills 2HG-producing HT-1080-NT fibrosarcoma cells; HT-1080-NT fibrosarcoma viability, CellTiter-Glo ATP luminescence, 48 h; Potency, µM (series often up to 46.1 µM), without a hit: top-dose activity, negative = less viability, usual class: cytotoxic; actives 1.6% (n = 360,000); AID 686970;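 also: NT is the 2HG producing partner of a matched IDH1 knockdown line; potency is read from the fitted curve at half-maximal effect; 0% = DMSO-treated cells and -100% = media-only wells without cells; nearly all actives have a fitted effect of over 55% in size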
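A 48-hour cytotoxicity screen used HT-1080-NT cells plated 2 hours before compound delivery. ATP-based CellTiter-Glo luminescence measured viability, normalized to DMSO and no-cell controls.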
KB-3-1 tox – kills parental KB-3-1 adenocarcinoma cells. KB-3-1 viability, CellTiter-Glo ATP luminescence, 72 h. Potency, µM (titrated, usually from 46.1 µM), for inactives: top-dose activity change, negative = cytotoxic, hits mostly cytotoxic. actives 1.4% (n = 400,000); also: potency is read from the fitted curve at half-maximal effect; % is scaled to controls: 0 for no effect and ±100 for the full control effect; nearly all actives have a fitted effect of over 60% in size
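Using CellTiter-Glo luminescence, growth of non-resistant KB-3-1 adenocarcinoma cells is assessed 72 h after pin-tool compound addition at 37 °C. Normalized responses across the concentration series yield fitted curves.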
IL1B secr inh – blocks inflammasome-driven IL-1 beta release; activity change, % at 57.5 µM; actives 4.7% (n = 360,000); THP-1 LPS/ATP IL-1B secretion, AlphaLISA, 16 h; active compounds read low; AID 743279; in the data active = activity change below about -50%; inconclusive = mostly about -30% to -49%; also: % is scaled to controls: 0 for no effect and ±100 for the full control effect
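Secreted IL-1B measured by AlphaLISA bead assay after 16 h compound exposure of THP-1 cells; compounds (final up to 57.5 uM) added 1 h before LPS (250 ng/mL) and ATP (1.25 mM) stimulation; lower signal means less secretion.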
Starred values were filed as active, the others as inactive; ? = inconclusive; . = not tested or not shown; [ ] = dose if it differs, or a comment. Unless noted, calls follow the shape of the dose curve; as a rule, active = well fitted curve in the direction sought with a large enough effect; inconclusive = small, poorly fitted or top-dose-only effect, or another doubt; inactive = no such curve, though single readings can be large; an effect the other way counts as inactive or inconclusive.

SMILES | SW480 rereplic | HT1080 IDH1KD tx | D3 antag | DRD3 agonist | KB-V1 cytotox | GLP1R ag | HT1080-NT tox | KB-3-1 tox | IL1B secr inh
COc1ccc(OCCSc2nnc(-c3ccccc3)n2N)cc1 | 3% | 2% | 2 | -1 | 0% | 1% | 0% | -2% | -9
O=C(C[n+]1cc(-c2ccc(Cl)cc2)n2c1CCC2)Nc1nc(-c2ccccc2)cs1 | -12% | -6% | -15 | -12 | 1% | -2% | 10% | -13% | ?
CC(OC(=O)/C=C/c1ccc2ccccc2n1)C(=O)NCc1ccccc1 (stereo not drawn) | ? | 11% | 7 | 1 | -12% | 4% | 3% | 0% | -75*
O=C(/C=C/c1ccc(F)cc1)c1ccc(N2CCOCC2)cc1 | ? | 5% | 11 | 5 | 1% | 4% | -2% | 2% | -59*
Cc1nn(C)c(C(=O)Nc2ccn(Cc3c(F)c(F)cc(F)c3F)n2)c1[N+](=O)[O-] | -1% | 12% | -20 | -4 | 13µM* | 0% | 2% | 16% | 19
CN1CCN(C(=O)/C(=C/c2ccccc2F)NC(=O)c2ccccc2)CC1 | -82%[inhibitor] | 10% | 11 | -11 | 4% | 11% | 9% | 1% | -3
O=c1[nH]c(CCC2CCCC2)nc2ccccc12 | -60%[inhibitor] | 0% | 1 | 4 | 16µM* | 12% | 0% | 4% | -1
O=C(Nc1ccc(Cl)cc1)c1ccncc1 | -5% | 0% | 9 | 0 | 5% | -1% | 13% | 1% | -6
CCNC(=O)C1(C)CCN(Cc2cccc(C(F)(F)F)c2)C1 (stereo not drawn) | . | 8% | ? | -20 | -9% | 3% | 16% | 0% | 0
COc1cccc(OC)c1OCc1cc(C2C3CCCC=C3C(C#N)=C(N)C2(C#N)C#N)c(C)cc1C (stereo not drawn) | 18µM* | ? | 7 | 2 | -24% | 3% | ? | ? | -26
CCOc1ccc(CNCCCSc2ncccn2)cc1OC | 2% | 0% | -11 | -13 | 6% | 6% | 8% | 2% | -6
O=C(COc1ccc(S(=O)(=O)NC2CCCCC2)cc1)NCCC1=CCCCC1 | -8% | -13% | -10 | 6 | -20% | 1% | -8% | 2% | -15
O=C1CCCC(O)=C1N=Nc1cccc(C(=O)O)c1 | -5% | 3% | -18 | -6 | 0% | -4% | -1% | 9% | 14
CCOC(=O)N1CCN(S(=O)(=O)c2ccc(C(=O)Nc3nc4ccc(F)cc4s3)cc2)CC1 | 7% | 3% | -4 | 6 | ? | -7% | 2% | ? | -19
COc1ccc(Cl)cc1N1C(=O)CC(N2CCc3ccccc32)C1=O (stereo not drawn) | 0%[9.22 µM] | 9% | -1 | -1 | 8% | -15% | 5% | 14% | 3
CCOC(=O)C1CCCN(C2=C(NS(=O)(=O)c3ccc(Br)cc3)C(=O)c3ccccc3C2=O)C1 (stereo not drawn) | -19% | -16% | -1 | 0 | 0% | 2% | ? | -22% | 9
NS(=O)(=O)c1ccc(N2CCCCCC2)c([N+](=O)[O-])c1 | 5% | -13% | -2 | 4 | ? | 6% | -19% | -14% | -15
Cc1ccc(C(=O)OCC(=O)Nc2cccc(S(=O)(=O)NC3=NCCCCC3)c2)c(C)c1 | -7% | 0% | 0 | -3 | -26% | 0% | -14% | -13% | 0
Cc1ccccc1C(=O)NNC(=O)c1cc(N)cc([N+](=O)[O-])c1 | -4% | 2% | -12 | 3 | ? | 1% | 13% | 12% | -5
COc1ccc(N2C(=O)CSC2c2cccc(F)c2)cc1 (stereo not drawn) | -6% | 5% | 0 | -10 | 9% | 14% | -7% | 9% | 14
S=c1[nH]nc(-c2cccnc2)n1/N=C/c1ccccc1 | -13% | 3% | -25 | 5 | 15% | -2% | 7% | 5% | 13
Cc1oc(C2CC2)cc1C(=O)O | -3% | 7% | 12 | 0 | -4% | -1% | 2% | -3% | -1
CCOc1cc(CNCCc2ccc(S(N)(=O)=O)cc2)ccc1OCC(=O)NC(C)(C)C | 2% | -1% | 14 | -24 | 1% | -19% | -1% | 2% | -7
CN1OC(COC(=O)c2ccc(Cl)cc2)CC1c1ccccc1 (stereo not drawn) | -2% | 1% | 21 | -4 | 23% | -5% | 1% | -1% | -13
O=C(NCCC1=CCCCC1)c1ccc2c(c1)N(Cc1ccccc1)C(=O)CS2 | 10% | -24% | -3 | -31 | ? | -1% | ? | ? | ?

As entered above.
O=C(NCCC1=CCCCC1)c1ccc2c(c1)N(Cc1ccccc1)C(=O)CS2 in D3 antag = -3
NS(=O)(=O)c1ccc(N2CCCCCC2)c([N+](=O)[O-])c1 in IL1B secr inh = -15

Continued:
SMILES | SW480 rereplic | HT1080 IDH1KD tx | D3 antag | DRD3 agonist | KB-V1 cytotox | GLP1R ag | HT1080-NT tox | KB-3-1 tox | IL1B secr inh
COc1ccc(Nc2nc(CC(C)=O)ns2)cc1OC | 1%[9.22 µM] | 9% | -13 | -2 | 4% | 25% | -1% | 0% | -8
O=[N+]([O-])c1cnc2nc(-c3ccncc3)nn2c1O | 10% | -19% | -2 | -3 | -10% | 0% | -27% | ? | 18
O=C(CN1CCCC1)Nc1cccc(Cl)c1Cl | 1% | 0% | 0 | -15 | 4% | -2% | 4% | 5% | 5
COc1cc(C(=O)OCc2csc(CC(=O)Nc3ccccc3C)n2)ccc1OCC(C)C | 16% | -15% | 50 | 29 | -2% | 25% | -11% | 11% | 66
Cc1cccc(CNCc2ccccc2)c1 | -7% | 4% | 17 | -4 | 10% | 2% | 4% | 10% | -22
O=C(Nc1nncs1)C1c2ccccc2Oc2ccccc21 | 0% | ? | -10 | -1 | -12% | 0% | ? | 7% | -13
COc1cccc(CNC(=O)C2CCCN(S(=O)(=O)N3CC(C)CC(C)C3)C2)c1 (stereo not drawn) | -1% | -2% | 4 | 4 | 0% | 3% | -10% | -9% | -25
COc1ccc(C(=O)Oc2ccc(/C=N/NC(=O)c3cccnc3)cc2OC)cc1 | -23% | 5% | 21 | 7 | 3% | -2% | -1% | -1% | -8
COc1ccc(-c2c(C#CC(C)(C)O)c3ccccc3n2C)cc1 | ? | 4% | 21 | -1 | -10% | 11% | -1% | 0% | 0
CCN(CC)S(=O)(=O)c1ccc(NC(=O)c2ccc(CN3CCOCC3)cc2)cc1 | 1% | -18% | -1 | 1 | ? | 5% | ? | 3.3µM* | -2
COc1ccc(N(CC(=O)Nc2cc(C)on2)S(=O)(=O)c2ccc(Cl)cc2)cc1 | 1% | -29% | -4 | -2 | 6% | 1% | -7% | 14% | -1
COc1ccc(C(=O)Nc2ccccc2C)cc1S(=O)(=O)N1CCOCC1 | -14% | 10% | 12 | 4 | 0% | 4% | 24% | 0% | -11
O=C1CCCC/C1=C\Nc1ccc(C(=O)O)c(O)c1 | -6% | -18% | 0 | 1 | 1% | -4% | -6% | 0% | -11
CC1(C)CC(=O)/C(=C\c2cccc([N+](=O)[O-])c2)C(C)(C)N1 | ? | ? | ? | -19 | -8% | -1% | -24% | ? | -82*
COc1ccc(C#Cc2cccc(-c3nc(C(=O)NCc4ccc(Oc5ccccc5)cc4)cc4c3[C@@H](CCO)N(S(=O)C(C)(C)C)C4)c2)cc1OC (stereo partly drawn) | . | ? | 2 | 1 | -7% | 12% | 21µM* | -19% | -11
COc1ccc(OC)c(N2C(=O)c3cccnc3C2=O)c1 | -3% | -4% | 20 | -2 | 0% | 4% | ? | 8% | 27
Cc1ccc(/C(N)=N/OC(=O)CN(C)S(=O)(=O)c2ccc(C)cc2)cc1 | -7% | -14% | 25 | 2 | -5% | 4% | -18% | -8% | 18
Cc1ccc(OCCN(C)C(=O)c2cc(COc3ccc(F)cc3F)on2)cc1 | 1% | 7% | 2 | -8 | -2% | 9% | 8% | 9% | -10
CC1CC(=O)Nc2ccccc2N1C(=O)COc1cc(Cl)ccc1Cl (stereo not drawn) | -11% | -3% | -13 | -4 | 0% | -4% | -4% | 10% | -10
COc1cc(CNc2ncnc3c2ncn3[C@H]2CN(Cc3ccncc3)C[C@@H](CO)O2)cc(OC)c1OC | . | -13% | -21 | -5 | 3% | -1% | -3% | 0% | 74
COc1ccccc1CNC(=O)C(NC(=O)c1ccc(C)cc1)C(C)C (stereo not drawn) | 2% | -2% | 10 | -1 | 10% | 11% | -1% | -22% | -6
CCCc1c(C(=O)N/N=C/c2ccncc2)nnn1-c1nonc1N | 4% | 6% | 24 | 2 | 30% | 14% | 1% | 2% | 28
O=C(COC(=O)CC1Sc2ccccc2NC1=O)NCc1ccccc1 (stereo not drawn) | -1% | -9% | 0 | -10 | -3% | 8% | -8% | 10% | 11
C=CCSC1=NC(=O)/C(=C/c2cccs2)S1 | 3% | -2% | -10 | -1 | 5% | 6% | 5% | 20% | -100*
CCOC(=O)CCc1c(C)c2ccc(OCc3ccc([N+](=O)[O-])cc3)cc2oc1=O | 0%[9.22 µM] | 2% | 2 | 2 | -5% | 10% | 9% | -3% | 10
COc1cc(C(C)=O)ccc1OCC(=O)Nc1ccc(S(=O)(=O)N2CCCCC2)cc1 | . | 2% | 0 | 2 | -17% | 5% | 0% | 7% | -5

Two compounds picked at random from those above, as already listed:
SMILES | SW480 rereplic | HT1080 IDH1KD tx | D3 antag | DRD3 agonist | KB-V1 cytotox | GLP1R ag | HT1080-NT tox | KB-3-1 tox | IL1B secr inh
CCN(CC)S(=O)(=O)c1ccc(NC(=O)c2ccc(CN3CCOCC3)cc2)cc1 | 1% | -18% | -1 | 1 | ? | 5% | ? | 3.3µM* | -2
COc1cccc(CNC(=O)C2CCCN(S(=O)(=O)N3CC(C)CC(C)C3)C2)c1 (stereo not drawn) | -1% | -2% | 4 | 4 | 0% | 3% | -10% | -9% | -25

Some entries already given, limited to IL1B secr inh, D3 antag and GLP1R ag:
compound	IL1B secr inh	D3 antag	GLP1R ag
Cc1cccc(CNCc2ccccc2)c1	-22	17	2%
O=C(Nc1nncs1)C1c2ccccc2Oc2ccccc21	-13	-10	0%
COc1cccc(CNC(=O)C2CCCN(S(=O)(=O)N3CC(C)CC(C)C3)C2)c1 (stereo not drawn)	-25	4	3%
COc1ccc(C(=O)Oc2ccc(/C=N/NC(=O)c3cccnc3)cc2OC)cc1	-8	21	-2%
COc1ccc(-c2c(C#CC(C)(C)O)c3ccccc3n2C)cc1	0	21	11%
